GLP1R inv ag – inverse agonists of human GLP-1 receptor | AID 624417 | HEK293 GLP-1R CRE-luciferase, luminescence, 24 h; GLP-1R form is constitutively active | P43220 | 1.6% of 410,000 active | Potency, µM (titrated, usually from 38.3 µM), inactives show top-dose activity change, negative = inhibition, most hits filed as inhibitors; further: potency means the concentration at half of the fitted maximal effect; on the % scale 0 is the no-effect control and ±100 the full control effect; nearly all actives have a fitted effect of over 55% in size
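Readout was luciferase luminescence, measured 12 min after detection reagent at room temperature. Beforehand, GLP-1R reporter HEK293 cells had sat 12 h, then received compounds for 24 hr at 37 deg C.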
PTHR1 ag – activates the human parathyroid hormone receptor PTHR1 | Q03431 | HEK293 GP2 PTHR1 cells, GloSensor cAMP luminescence, 1 h | Potency, µM (highest dose often 115 µM), without a hit: at the top dose activation, usual class: activators | 0.075% of 410,000 active; further: potency means the concentration at half of the fitted maximal effect; nearly all actives have a fitted effect of over 55% in size; some results filed as inactive show a strong effect at the top dose; inactives centre near -15; many of its hits are not listed in these tables
Target sequence (Q03431 whole entry, looked up): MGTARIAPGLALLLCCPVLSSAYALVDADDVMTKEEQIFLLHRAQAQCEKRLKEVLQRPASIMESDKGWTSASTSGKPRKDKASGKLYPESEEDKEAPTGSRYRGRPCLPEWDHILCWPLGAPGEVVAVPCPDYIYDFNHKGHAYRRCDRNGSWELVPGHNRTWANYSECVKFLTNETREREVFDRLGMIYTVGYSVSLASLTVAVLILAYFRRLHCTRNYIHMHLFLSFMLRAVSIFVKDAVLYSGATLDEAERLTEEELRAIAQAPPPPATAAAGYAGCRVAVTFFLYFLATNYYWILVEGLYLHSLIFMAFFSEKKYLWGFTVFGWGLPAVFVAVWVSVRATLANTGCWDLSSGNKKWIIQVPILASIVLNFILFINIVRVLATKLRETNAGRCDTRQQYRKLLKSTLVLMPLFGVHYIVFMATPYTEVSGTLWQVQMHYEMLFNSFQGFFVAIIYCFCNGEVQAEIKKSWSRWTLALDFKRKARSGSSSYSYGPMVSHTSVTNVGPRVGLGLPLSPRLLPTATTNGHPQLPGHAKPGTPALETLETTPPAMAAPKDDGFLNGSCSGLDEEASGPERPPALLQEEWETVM
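HEK-293-derived GP2 cells expressing PTHR1 and a GloSensor cAMP reporter, 3,000/well, plated overnight, given luciferin plus IBMX (each 0.5 mM as added) for 1 h at 37 °C, then compound for 1 h at 37 °C. Luminescence was read after 15 min at room temperature.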
aSyn yeast inh – rescues yeast growth from alpha-synuclein toxicity; Yeast expressing alpha-synuclein, growth rescue, BacTiter-Glo, 24 h; Potency, µM (highest dose often 46.1 µM), for the others: top-dose growth rescue (activation), most hits filed as activators; 0.14% of 370,000 active; further: potency means the concentration at half of the fitted maximal effect; % of control where 0% means no effect; nearly all actives have a fitted effect of over 65% in size
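Screening used galactose-induced yeast with toxic alpha-synuclein levels, exposed to compound for 24 hr at 30 deg C. Cell growth, read with BacTiter-Glo luminescence, gave the measured signal.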
TDP43 rescue – TDP-43 toxicity inhibition in yeast; TDP-43 expressing yeast growth rescue, BacTiter-Glo, 24 h; Potency, µM (top dose mostly 46.1 µM), without a hit: top-dose growth rescue (activation), most hits filed as activators; 1.8% of 410,000 active; AID 652104; further: potency means the concentration at half of the fitted maximal effect; % of control where 0% means no effect; nearly all actives have a fitted effect of over 50% in size
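Cell-based yeast growth screen: TDP-43 expression induced in galactose, inoculum OD600=0.02 after raffinose pregrowth to mid-log. Read-out BacTiter-Glo luminescence at 24 hr, 30 deg C; inhibition of toxicity seen as signal increase.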
GLP-1R agonist – agonists of human GLP-1 receptor; AID 624172; Potency, µM (doses to about 45.6 µM), without a hit: at the top dose activation, actives largely listed as activators; HEK293 GLP-1R CRE-luciferase, luminescence, 4-6 h; cells express a hypersensitive GLP-1R form; 0.007% of 380,000 active; P43220; further: potency means the concentration at half of the fitted maximal effect; % of control where 0% means no effect
Abeta yeast res – restores growth of yeast expressing A-beta42 peptide | Potency, µM (doses to about 46.1 µM), inactives show at the top dose growth rescue, usual class: activators | yeast expressing A-beta42, growth rescue, OD600, 48 h; response scale: 0% DMSO, 100% iron-clioquinol control | 0.063% of 410,000 active | AID 1347071; further: potency means the concentration at half of the fitted maximal effect; nearly all actives have a fitted effect of over 55% in size
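Growth rescue measured by 600 nm absorbance after 48 h yeast culture at 30 C with compound. Values normalized between DMSO and an equimolar ferric chloride plus clioquinol control.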
DRD3 antagonist – D3 dopamine receptor (human) antagonism | P35462 | D3R cells, DiscoveRx beta-arrestin luminescence, antagonist mode; stronger effect = lower value | max response, negative = inhibition, % | 2.5% of 360,000 active | AID 652054; in the data active means max response below about -50%; inconclusive means no clear call, values can overlap the other calls; further: on the % scale 0 is the no-effect control and ±100 the full control effect; mostly tested at two doses, the higher about 12 µM
Target sequence (P35462 whole entry, looked up): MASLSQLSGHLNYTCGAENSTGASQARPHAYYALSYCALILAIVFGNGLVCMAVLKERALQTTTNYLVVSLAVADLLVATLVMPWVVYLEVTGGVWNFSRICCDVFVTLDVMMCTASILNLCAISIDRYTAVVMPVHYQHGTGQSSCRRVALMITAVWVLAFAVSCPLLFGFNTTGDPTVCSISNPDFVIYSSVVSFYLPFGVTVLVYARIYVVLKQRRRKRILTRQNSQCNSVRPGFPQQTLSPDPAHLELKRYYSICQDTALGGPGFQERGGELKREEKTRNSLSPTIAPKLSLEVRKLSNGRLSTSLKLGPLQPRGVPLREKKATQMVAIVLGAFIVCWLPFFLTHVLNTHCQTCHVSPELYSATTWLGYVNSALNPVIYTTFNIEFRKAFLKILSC
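Cells plated overnight at 1500 cells/well, then exposed to library compounds with dopamine controls for 90 minutes at 37 degrees C. DiscoveRx reagent added for 30–60 minutes at room temperature; luminescence read, quantitative HTS format.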
Akt phos inh – inhibitors of Akt phosphorylation | Neuro2A IGF-stimulated pAkt S473 HTRF, 20 min; stronger effect = lower value | activity change, % for hits at 50 µM | 0.32% of 360,000 active | AID 651550; in the data active means activity change below about -80%; inconclusive means mostly about -51% to -80%; further: on the % scale 0 is the no-effect control and ±100 the full control effect
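Single-point screen (50 µM final compound) in Neuro2A cells stimulated 20 min with 6 nM IGF at 37 deg C. After lysis, Ser473-phosphorylated Akt read by HTRF (ex 330 nm, em 615/665 nm) as the 665/615 ratio.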
FUS suppressor – rescues growth of FUS-expressing yeast; S. cerevisiae FUS-expressing, growth rescue, OD600, 24 h; Potency, µM (titrated, usually from 76.6 µM), for the others: at the highest dose growth rescue (activation), most hits filed as activators; 0.24% of 390,000 active; AID 1347120;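 further: potency means the concentration at half of the fitted maximal effect; plate controls were DMSO vehicle for no effect and reference control for full effect; nearly all actives have a fitted effect of over 55% in size; some results filed as inactive show a strong effect at the top dose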
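Absorbance at 600 nm, taken 24hr after compound addition, measured rescue of FUS-yeast growth at 30C. Induction used 2% galactose with seeding at OD 0.005. Controls: CP55940 from 92uM final, DMSO only.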
Active calls of the source: *; i = inactive; u = inconclusive; x = not tested or not shown; & = joins results of further samples; [ ] = another dose, or the depositor's remark. Unless noted, the call rests on the fitted dose curve; in most records, active means well fitted curve in the direction sought with a large enough effect; inconclusive means small, poorly fitted or top-dose-only effect, or another doubt; inactive means no such curve, though single readings can be large; an effect the other way counts as inactive or inconclusive. This is a subset (hit frequency here may not be typical).

SMILES	GLP1R inv ag	PTHR1 ag	aSyn yeast inh	TDP43 rescue	GLP-1R agonist	Abeta yeast res	DRD3 antagonist	Akt phos inh	FUS suppressor
N#Cc1ccc(C23CC4(C2)[C@H](CN(P(=O)(c2ccccc2)c2ccccc2)[C@@H]4c2ccccc2)C3c2ccc(Cl)nc2)cc1 (stereo partly specified)	u	3%	-4%	9%	-5%	0%	u	i	u
O=C(c1ccccc1F)N1CCN(c2ccc([N+](=O)[O-])c3cccnc23)CC1	16%	-28%	0%	u	10%	-8%	8	i	-4%
COc1ccccc1-c1nc(C(N)=O)c2[nH]c(=O)n(-c3cccc(C)c3)c2n1	43%[activator]	u	-16%	-20%	9%	6%	u	i	16%
CCCCNC(=S)N1CCC(Cc2ccccc2)CC1	u	-61%[inhibitor]	-9%	11%	1%	18µM*	12	i	30%
CC(C)(C)NC(=O)c1ccc(COc2ccc(Cl)cc2Cl)o1	u	i	14%	u	u	11%	4	i	31%
Cc1nn(C)c(Oc2cccc(Cl)c2)c1C=O	0%	i	0%	26%	3%	-10%	-18	i	1%
CCN(CC)CCn1cnc2c1c(=O)[nH]c(=O)n2Cc1ccccc1	3%	-5%	-1%	7%	4%	-7%	1	i	-26%
N#Cc1cnc(Sc2ccccc2)nc1	-11%	i	7%	u	-1%	7%	-3	i	-8%
Clc1ccc(N/N=C/c2ccncc2)cc1Cl	u	i	-6%	u	8%	-53%[inhibitor]	-11	i	3%
Cc1ccc(N(C(=O)Cc2cccs2)C(C(=O)NCC2CCCO2)c2ccncc2)cc1 (stereo unspecified)	4%	-4%	0%	-6%	1%	12%	8	i	6%
O=C(O)c1ccc(-c2nc(-c3ccccc3)c(-c3cccs3)[nH]2)cc1	0%	i	1%	-20%	9%	-11%	1	i	10%
CCn1c(O)c(/C=C/C=C/C=Nc2ccccc2)sc1=S	7%	-11%	-2%	-26%	-1%	-22%	-30	i	57%
O=C(NCC(c1cccnc1)N1CCN(c2ccc(F)cc2)CC1)c1ccc(F)cc1 (stereo unspecified)	u	-40%[inhibitor][57.5 µM]	5%	4%	0%	25%	-24	i	-4%
COc1ccc(NC(=O)Nc2ccc(C(=O)N3CCOCC3)cc2)cc1	1%	-17%	-3%	-8%	-1%	-1%	11	i	5%
COC(=O)c1ccc2c(=O)n(CCCCCC(=O)NC(C)C)c(=O)[nH]c2c1	u	-19%&-17%	-7%	-17%&19%	-1%	-12%&-4%	-8	i	u
COc1ccc(C)cc1S(=O)(=O)N1CCC(C(=O)NC2CCCC2)CC1	-2%	6%	-1%	-11%	-1%	-8%	-28	i	x
O=C(NCc1ccc(Cl)cc1)c1cc(-c2ccc(F)cc2)on1	9%	-11%	x	17%	x	-9%	x	x	-3%
C/C(=N\NC(=O)c1cccc(N/N=C(\C)c2ccccc2)c1)c1ccccc1	u	-5%	0%	-14%	7%	-14%	20	i	25%
OC(c1ccc(F)c(F)c1)c1nc(-c2ccc(F)c(Cl)c2)cs1 (stereo unspecified)	-18%	i	-66%[inhibitor]	-91%[inhibitor]	3%	-92%[inhibitor]	-2	i	24%
Cc1c(C(C)(C)O)[nH]c2ccc(C(F)(F)F)cc12	u	-31%[inhibitor]	5%	35µM*	18%	18µM*	-9	i	-15%
COc1ccc(-n2ncc3c(=O)n(Cc4c(F)cccc4Cl)cnc32)cc1	-11%[0.307 µM]	-1%	-7%	-1%	-3%	14%	-9	i	-4%
COc1ccc(OCCN2CCC(C(=O)NC(c3ccccc3)c3ccc4ccccc4n3)CC2)cc1 (stereo unspecified)	u	2%	-7%	-6%	-6%	-4%	-102*	i	12%
CC1CCc2cc(F)ccc2N1C(=O)CN1C(=O)c2ccccc2C1=O (stereo unspecified)	-13%	-14%[57.5 µM]	11%	u	-5%	35%	-1	i	7%
COc1cccc(CNC(=O)CN2CCC(c3nc4ccc(C)cc4[nH]3)CC2)c1	u	-40%[inhibitor]	-9%	3%	-6%	-3%	-7	i	-30%
FC(F)Oc1ccc(-c2c[n+]3c(n2-c2ccccc2)CCCCC3)cc1	-22%	-18%	0%	8%	-4%	11%	0	i	8%

Arranged by count of non-hydrogen atoms (rising): some entries from above
SMILES	GLP1R inv ag	PTHR1 ag	aSyn yeast inh	TDP43 rescue	GLP-1R agonist	Abeta yeast res	DRD3 antagonist	Akt phos inh	FUS suppressor
Cc1c(C(C)(C)O)[nH]c2ccc(C(F)(F)F)cc12	u	-31%[inhibitor]	5%	35µM*	18%	18µM*	-9	i	-15%
CCCCNC(=S)N1CCC(Cc2ccccc2)CC1	u	-61%[inhibitor]	-9%	11%	1%	18µM*	12	i	30%
O=C(NCc1ccc(Cl)cc1)c1cc(-c2ccc(F)cc2)on1	9%	-11%	x	17%	x	-9%	x	x	-3%
COc1ccc(NC(=O)Nc2ccc(C(=O)N3CCOCC3)cc2)cc1	1%	-17%	-3%	-8%	-1%	-1%	11	i	5%
COc1ccc(-n2ncc3c(=O)n(Cc4c(F)cccc4Cl)cnc32)cc1	-11%[0.307 µM]	-1%	-7%	-1%	-3%	14%	-9	i	-4%
O=C(c1ccccc1F)N1CCN(c2ccc([N+](=O)[O-])c3cccnc23)CC1	16%	-28%	0%	u	10%	-8%	8	i	-4%

The listing continues.
SMILES	GLP1R inv ag	PTHR1 ag	aSyn yeast inh	TDP43 rescue	GLP-1R agonist	Abeta yeast res	DRD3 antagonist	Akt phos inh	FUS suppressor
CCCCCC(=O)NC(=S)Nc1ccc(Br)cc1C	-22%	i	0%	23%	-3%	18%	-18	i	x
COc1cc2c(cc1OC)C(C)N(C(=O)c1cc3n(n1)C(C(F)(F)F)CC(c1ccco1)N3)CC2 (stereo unspecified)	u	-11%[57.5 µM]	2%	-10%	3%	-9%	-23	i	u
CC1=NN(c2ccc([N+](=O)[O-])cc2)C(=O)/C1=C\N(C)C	10%	i	-58%[inhibitor]	-65%[inhibitor]	3%	-62%[inhibitor]	-57*	i	25%
O=C(COC(=O)C1CC2CCCC(C1)C2=O)NNC(=O)c1ccccc1Br (stereo unspecified)	19%	-24%	-4%	25%	0%	-1%	23	i	x
COc1ccc(Nc2ccc3c(c2)=NC2(CCCCC2)[N+]=3[O-])cc1	u	-24%	-16%	3%	-12%	-24%	-68*	i	24%
CCN(C(=O)CN1CCN(c2ccccc2OC)CC1)c1c(N)n(Cc2ccccc2)c(=O)[nH]c1=O	16%	i	3%	3%	-7%	1%	3	i	9%
Cc1nc2ccccc2nc(C)c1=NOCc1ccc(Cl)cc1Cl	u	-6%	-15%	-8%	2%	-21%	-6	i	x
O=C(NC(=S)Nc1cccc(Cl)c1N1CCCCC1)c1cccs1	u	i	1%	-7%	2%	6%	-16	x	24%
O=C1N=c2ccccc2=C1c1sc(NS(=O)(=O)Cc2ccccc2)nc1O	21%	-31%[inhibitor]	7%	13%	-7%	3%	-10	i	11%
COC(=O)c1cc(Cl)c(NC(=O)c2cc(OC)c(OC)c(OC)c2)cc1OC	17%	-5%[57.5 µM]	8%	-19%	-11%	-7%	33	i	-14%
CC(=O)c1c(OC(=O)c2ccccc2)ccnc1C(F)(F)F	13%	-8%	1%[1.84 µM]	u	0%	15%	1	i	-9%
Cc1ccc2c(=O)c(C(=O)c3ccc(Cl)cc3)cn(CC(=O)NC3CCCCC3)c2n1	8%	-11%	x	10%	x	-15%	x	x	-28%
COc1ccc(NC(=O)C(CC(C)C)NC(=O)c2ccccc2C)cn1 (stereo unspecified)	u	i	-1%	-14%	-4%	-4%	-8	i	14%
CC(C)(C)NC(=O)C(c1ccccc1)N(Cc1ccco1)C(=O)c1csnn1 (stereo unspecified)	-6%	i	-6%	0%	-10%	20%	9	i	2%
CCCCNC(=O)c1cc(C)nn1-c1ccccc1	3%	i	-4%	3%	21%	-1%	-8	i	6%
Cc1ccccc1NC(=O)CSc1nc2c(c(-c3ccco3)c1C#N)CCCC2	-7%	16%[57.5 µM]	5%	0%	4%	-11%	-14	x	17%

Shown as a hit in DRD3 antagonist (from the list above):
SMILES,GLP1R inv ag,PTHR1 ag,GLP-1R agonist,DRD3 antagonist,Akt phos inh
COc1ccc(OCCN2CCC(C(=O)NC(c3ccccc3)c3ccc4ccccc4n3)CC2)cc1 (stereo unspecified),u,2%,-6%,-102*,i
CC1=NN(c2ccc([N+](=O)[O-])cc2)C(=O)/C1=C\N(C)C,10%,i,3%,-57*,i
COc1ccc(Nc2ccc3c(c2)=NC2(CCCCC2)[N+]=3[O-])cc1,u,-24%,-12%,-68*,i

Screens from PubChem BioAssay.
